Screens (PubChem)
ELG1 DNA repair: blocks ELG1-dependent DNA repair in HEK293T cells | hit rate 2.3% among 330,000 | AID 504467 | Potency, µM (doses to about 46.1 µM), for the others: at the top dose activity change, negative = inhibition, hits mostly inhibitors | HEK293T ELG1-luciferase reporter, luminescence, 16 h; DNA damage induced by 5-fluorouridine; further: potency means the concentration at half of the fitted maximal effect; on the % scale 0 is the no-effect control and ±100 the full control effect; nearly all actives have a fitted effect of over 55% in size
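DMSO vehicle served as the neutral condition. Each well held 2,000 cells given 5-fluorouridine plus compound; after 16 hr at 37 °C/5% CO2, ONE-Glo was added and luciferase measured 30 min later.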
Tb PFK block: T. brucei PFK enzyme inhibition; T. brucei PFK, ADP-Glo luminescence; AID 485367; Potency, µM (series often up to 57.5 µM), for the others: at the top dose activity, negative = inhibition, most hits filed as inhibitors; O15648; hit rate 0.17% among 330,000;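 further: potency means the concentration at half of the fitted maximal effect; 0% = uninhibited 1x PFK enzyme wells and -100% = no-enzyme wells; nearly all actives have a fitted effect of over 60% in size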
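1.25 nM PFK with 0.5 mM F6P and 0.1 mM ATP in 0.1 M TEA pH 8.0, 5 mM MgCl2, incubated 45 min at room temperature; ADP measured by ADP-Glo luminescence; compounds titrated up to 57 uM.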
FLuc modulator: firefly luciferase modulation, counter-screen for miR-21 project | purified FLuc, Km substrates, luminescence inhibition | Potency, µM (top dose mostly 57.5 µM), without a hit: top-dose activity change, negative = inhibition, hits mostly inhibitors | hit rate 6.9% among 360,000;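 further: potency means the concentration at half of the fitted maximal effect; plate controls were vehicle for no effect and reference inhibitor for full effect; nearly all actives have a fitted effect of over 55% in size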
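Purified P. pyralis luciferase, 10 nM final, with Km-level 10 uM D-luciferin and 10 uM ATP in 50 mM Tris acetate pH 7.5, 10 mM Mg acetate, 0.01% Tween-20, 0.05% BSA; 6-point qHTS titration about 60 µM downward; luminescence read.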
Rab9 promoter act: Rab9 promoter activation | Huh7 Rab9 promoter-luciferase reporter, luminescence, 24 h | Potency, µM (highest dose often 9.22 µM), for the others: at the top dose activation, negative = inhibition, actives largely listed as activators | hit rate 2.8% among 320,000 | AID 485297; further: potency means the concentration at half of the fitted maximal effect; % of control where 0% means no effect; nearly all actives have a fitted effect of over 60% in size
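Promoter activation is measured as luciferase luminescence in Huh7 cells stably transfected with a Rab9 promoter–luciferase construct, following 24 h compound exposure at 37 °C and 10 min reagent incubation at ambient temperature.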
BRCA1 expr up: increases BRCA1 expression; MCF7-BRCA1-FFLuc reporter, luminescence, 48 h; response scale: scaled: vehicle 0%, 10 µM genistein 100%; Potency, µM (series often up to 46.1 µM), for the others: top-dose activation, hits mostly activators; hit rate 1.1% among 380,000; AID 624202; further: potency means the concentration at half of the fitted maximal effect; nearly all actives have a fitted effect of over 80% in size; some results filed as inactive show a strong effect at the top dose
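Activators of BRCA1 expression were detected as increased firefly luciferase luminescence in engineered MCF7 cells after 48 h compound incubation. Signals were scaled to genistein 10 microM as full activation.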
TRPV1 ag: agonists of human vanilloid receptor 1 (TRPV1); TRPV1-expressing cells, Fluo-8 calcium influx, agonist mode; activation, % at 8.33 µM; hit rate 0.19% among 320,000; in the data active means activation above about 80%; inconclusive means between about 30% and that limit; further: 0% is about no effect
Target sequence (Q8NER1 whole entry, looked up): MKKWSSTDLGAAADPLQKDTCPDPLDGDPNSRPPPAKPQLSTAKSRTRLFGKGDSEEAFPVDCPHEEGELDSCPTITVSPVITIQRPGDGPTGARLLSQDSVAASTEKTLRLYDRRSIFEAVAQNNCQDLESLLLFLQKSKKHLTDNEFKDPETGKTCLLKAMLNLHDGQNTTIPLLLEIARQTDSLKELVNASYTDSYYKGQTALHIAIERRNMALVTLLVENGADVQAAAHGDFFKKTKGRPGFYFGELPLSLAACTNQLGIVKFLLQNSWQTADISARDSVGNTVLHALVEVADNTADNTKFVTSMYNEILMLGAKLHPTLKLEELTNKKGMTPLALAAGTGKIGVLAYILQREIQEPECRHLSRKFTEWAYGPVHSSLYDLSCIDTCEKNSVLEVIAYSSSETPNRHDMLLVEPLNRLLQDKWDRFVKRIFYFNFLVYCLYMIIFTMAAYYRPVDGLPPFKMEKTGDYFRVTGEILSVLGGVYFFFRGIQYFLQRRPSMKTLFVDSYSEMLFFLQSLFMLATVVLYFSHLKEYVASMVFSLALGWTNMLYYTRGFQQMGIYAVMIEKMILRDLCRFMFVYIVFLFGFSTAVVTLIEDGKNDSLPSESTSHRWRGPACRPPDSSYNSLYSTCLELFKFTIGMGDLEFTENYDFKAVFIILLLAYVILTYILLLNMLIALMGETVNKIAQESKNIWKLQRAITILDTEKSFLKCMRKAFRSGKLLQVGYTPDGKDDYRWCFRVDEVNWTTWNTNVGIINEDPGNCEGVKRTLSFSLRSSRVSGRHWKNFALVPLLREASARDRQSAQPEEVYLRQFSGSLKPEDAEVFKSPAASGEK
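Fluo-8 calcium influx in TRPV1-expressing cells, kinetic read (ex 480/em 520 nm). Compound added and read 3 min for agonist activity, followed by capsaicin at EC20 final and 2 min further read for enhancement.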
Gal4-VP16 FLuc: Gal4-VP16 reporter inhibition counter-screen. Drosophila S2 Gal4-VP16 UAS-luciferase, luminescence, 20 h. AID 2546. Potency, µM (highest dose often 53.6 µM), for inactives: at the top dose activity, negative = inhibition, actives largely listed as inhibitors. hit rate 3.5% among 310,000;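 further: Gal4-VP16 expression switched on by copper sulfate through the metallothionein promoter; potency means the concentration at half of the fitted maximal effect; on the % scale 0 is the no-effect control and ±100 the full control effect; nearly all actives have a fitted effect of over 50% in size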
NPC1 prom act: activators of NPC1 promoter | Potency, µM (doses to about 9.22 µM), without a hit: at the top dose activation, most hits filed as activators | Huh7 NPC1 promoter luciferase reporter, 24 h | hit rate 2.4% among 320,000;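 further: potency means the concentration at half of the fitted maximal effect; % of control where 0% means no effect; nearly all actives have a fitted effect of over 60% in size; reporter is driven by a mutant NPC1 promoter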
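Stable NPC1-promoter luciferase Huh7 line; cpd (DMSO) 24 h, 37 °C, 5% CO2; Amplite luciferase reagent 10 min RT; luminescence readout. qHTS format.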
ELG1 genotoxic: inducers of genotoxicity in HEK293T ELG1-luciferase cells. HEK293T ELG1-luciferase reporter, luminescence, 16 h. Potency, µM (top dose mostly 46 µM), without a hit: at the highest dose activity change, positive = activation, most hits filed as activators. hit rate 1.3% among 330,000; further: potency means the concentration at half of the fitted maximal effect; % of control where 0% means no effect; nearly all actives have a fitted effect of over 60% in size
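After overnight (16 hr) compound treatment at 37 °C, ELG1-luciferase HEK293T cells were lysed with ONE-Glo; luminescence quantified 30 min later at room temperature.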
RORg inh: ROR gamma (mouse) transcription inhibition; P51450; Drosophila S2 Gal4-RORgamma UAS-luciferase reporter, 20 h; Potency, µM (top dose mostly 53.6 µM), for inactives: top-dose activity change, negative = inhibition, usual class: inhibitors; hit rate 5.4% among 310,000; further: potency means the concentration at half of the fitted maximal effect; on the % scale 0 is the no-effect control and ±100 the full control effect; nearly all actives have a fitted effect of over 60% in size
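Stably transfected Drosophila Schneider cells are the test system, with ROR gamma fused to Gal4 and luciferase under UAS control; luminescence is read after 20 hr of 700 uM copper sulfate induction at ambient temperature.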
p53 reactivation: restores transcriptional activity of mutant p53; hit rate 0.063% among 320,000; Potency, µM (highest dose often 92.2 µM), for the others: at the highest dose activity change, positive = activation, actives largely listed as activators; H1299 p53-A138V BP100-luciferase reporter, luminescence, 24 h; further: potency means the concentration at half of the fitted maximal effect; % of control where 0% means no effect; nearly all actives have a fitted effect of over 45% in size
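H1299 (p53-null), stable ts p53-A138V + BP100-Luc; 1000 cells/well, Opti-MEM/10% FBS; cpd 4 pt, 1:5; 24 h, 37 deg C, 5% CO2; detection reagent 10 min RT; luminescence.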
* hit, by the source's call; ? = inconclusive; / = no result given; [ ] = remark or other dose. Unless noted, the call rests on the fitted dose curve; in most records, active means well fitted curve in the direction sought with a large enough effect; inconclusive means small, poorly fitted or top-dose-only effect, or another doubt; inactive means no such curve, though single readings can be large; an effect the other way counts as inactive or inconclusive.

The line under a structure holds: ELG1 DNA repair	Tb PFK block	FLuc modulator	Rab9 promoter act	BRCA1 expr up	TRPV1 ag	Gal4-VP16 FLuc	NPC1 prom act	ELG1 genotoxic	RORg inh	p53 reactivation
> CCC(=O)Oc1ccc(NC(=O)CSCc2ccccc2)cc1
→ ?	-6.4%	-17.6%	?	-7.3%	13.7	?	26.3%	?	-14.1%	0.7%
> CCOc1ccc(-n2c(=O)c3ccccc3c3ccccc3c2=O)cc1
→ 11.5%	3.1%	4.1%	-2.6%	-0.8%	5.4	20.1%	-1.6%	-2.0%	-24.3%	3.0%
> C/C(=N\N=C1/NC(=O)C(C)S1)c1ccco1 (centres undefined)
→ -9.3%	-2.6%	4.5%	-4.7%	-2.3%	2.5	-17.8%	-2.3%	3.4%	11.2µM*	0.1%
> OCC1(Cc2ccccc2)CCN(Cc2ccccn2)CC1
→ 0.9%	-1.1%	-0.6%	1.7%	7.9%	-0.4	-0.6%	-2.0%	-2.8%	-13.8%	1.4%
> COc1ccc(Br)cc1/C=N/NC(=O)CNC(=O)C1COc2ccccc2O1 (centres undefined)
→ 6.4%	-0.1%	-9.5%	5.0%	-19.3%	2.0	5.0%	0.0%	-0.9%	-33.9%	4.4%
> O=c1oc2ccccc2c(CNc2ccccc2)c1[N+](=O)[O-]
→ -2.3%	1.6%	1.5%	-0.3%	-37.9%	9.4	1.8%	0.8%	0.5%	11.6%	-4.1%
> COc1cc([N+](=O)[O-])ccc1NC(=O)NNC(=O)CCc1ccccc1
→ -13.5%	3.5%	1.0%	-1.0%	-1.0%	-2.0	0.1%	1.5%	-2.6%	-15.7%	-0.5%
> COc1cc(C)cc(CN2CCC(Cc3ccccc3)CC2)c1O
→ -20.6%	-4.5%	-0.8%	0.4%[1.84 µM]	4.2%	3.1	-8.7%	-5.9%	-10.3%	-18.5%	13.4%
> C=CCn1cccc(C(=O)Nc2ccc(C)cc2)c1=O
→ ?	-11.5%	10.7µM*	2.82µM*	?	3.6	18.4%	4.47µM*	?	-1.4%	?
> Cc1cc(=O)[nH]c2c(C)cc(S(=O)(=O)Nc3ccc(O)cc3)cc12
→ -0.2%	-1.4%	-2.1%	-5.7%	-21.1%	-2.5	4.2%	-2.8%	7.7%	16.7%	1.3%
> OCCN1CCN(CC(O)COCCOc2ccc(Br)cc2)CC1 (centres undefined)
→ 24.4%	2.0%	-1.1%	0.7%	-14.7%	2.1	-9.8%	0.2%	-2.4%	-13.0%	-15.0%
> COc1ccc(CC(=O)Nc2nc(-c3cccc([N+](=O)[O-])c3)cs2)cc1
→ ?	-4.8%	-1.6%	0.9%	-2.2%	15.0	-22.6%	-1.3%	?	33.4%	0.1%
> COc1ccc(-c2cc3cc(-c4cc(OC)c(OC)c(OC)c4)ccc3o2)cc1
→ ?	-1.9%	-1.3%	-1.5%	59.8%	-6.5	/	2.6%	-2.5%	/	18.4%
> CCNc1cc(Cl)nc(SC)n1
→ 11.9%	-2.3%	3.8%	-4.0%	15.3%	-0.9	-0.2%	-0.6%	5.1%	-0.3%	1.5%
> N/C(=N\O)c1ccc(NC(=O)c2cccs2)cc1
→ ?	2.5%	16.9µM*	3.55µM*	59.6%	13.2	?	?	?	-44.3%	?
> O=C(NC1CCCC1)C1CCCN(C(=O)Nc2ccccc2)C1 (centres undefined)
→ -5.6%	1.7%	3.0%	-5.2%	-9.5%	-2.1	1.8%	-3.3%	-4.8%	-0.5%	0.6%
> COc1cc(CN2CCNC(=O)C2CC(=O)NC2CCC2)cc(OC)c1 (centres undefined)
→ ?	0.8%	1.8%	-4.5%	-20.8%	0.8	-11.7%	3.1%	1.2%	-4.3%	0.1%
> Nc1c(S(=O)(=O)c2ccccc2)nnn1-c1ccccc1
→ 0.5%	-4.6%	2.0%	-0.9%	-0.4%	-0.9	0.4%	-1.6%	1.9%	7.3%	-3.3%
> CC1CCc2sc(NC(=O)c3ccc(N4C(=O)CCC4=O)cc3)c(C(N)=O)c2C1 (centres undefined)
→ -6.9%	-7.4%	?	7.0%	-3.8%	-5.2	-23.0%	9.2%	-1.0%	-1.3%	12.3%
> CCOC(=O)[C@@H]1[C@H]2COc3cc(OC)ccc3[C@H]2N2C(=O)N(c3cccc(F)c3)C(=O)[C@]12C
→ ?	4.0%	/	/	-15.8%	/	/	/	1.0%	/	-1.8%
> N#CC1(NC(=O)CN2C(=O)NC(Cc3c[nH]c4ccccc34)C2=O)CCCCC1 (centres undefined)
→ -0.5%	2.0%	/	/	-1.3%	/	/	/	0.4%	/	-9.7%
> COc1ccc(NC(=O)CN2CCN(C(=O)N3CCOCC3)CC2)cc1
→ 6.6%	-20.1%	0.4%	-2.2%	-1.4%	-1.2	5.7%	-1.0%	-4.5%	0.6%	1.6%
> Cc1ccc(S(=O)(=O)Nc2cc(C)on2)cc1
→ 5.1%	-0.2%	-0.2%	-4.9%	0.4%	3.3	7.5%	0.4%	3.4%	-10.4%	1.3%
> Cn1c(=O)c([N+](=O)[O-])c(NCCc2ccccc2)c2ccccc21
→ -22.8%	2.9%	0.2%	2.6%	-47.9%	10.2	0.4%	1.2%	-1.5%	8.7%	-9.3%
> Cc1cc(Cl)nc(-c2ccccc2)n1
→ -12.3%	-0.4%	3.9%	-1.7%	20.3%	2.8	-8.7%	-2.7%	1.2%	-6.6%	-0.5%
> Cc1cc(C)n2nc(Cc3ccccc3)nc2n1
→ 0.0%	-1.0%	7.6%	-2.3%	-2.0%	-1.1	-1.6%	-1.8%	-4.6%	?	-7.3%
> CCOC(=O)N1CCN(C2CC(=O)N(c3ccc(F)cc3)C2=O)CC1 (centres undefined)
→ 1.5%	4.3%	-0.8%	2.4%	1.5%	-3.5	-5.7%	-1.6%	-1.1%	-2.3%	-19.5%
> O=C(N/N=C/c1c(F)cccc1Cl)C1CC1
→ 17.9%	3.3%	1.6%	-0.8%	-1.8%	-1.4	-8.3%	-5.8%	0.1%	1.6%	-2.3%
> COc1ccc2cc3cc(C(=O)NC4CC4)sc3nc2c1
→ ?	-6.1%	0.675µM*	0.316µM*	31.2%	?	?	0.447µM*	?	?	?
> CN(C)c1nc(-c2cn(CCC#N)c3ccccc23)cs1
→ 6.5%	22.8%	?	17.8%	-72.7%	1.7	4.6%	4.1%	13.2%	12.5%	-2.6%

New compounds follow.
The line under a structure holds: ELG1 DNA repair	Tb PFK block	FLuc modulator	Rab9 promoter act	BRCA1 expr up	TRPV1 ag	Gal4-VP16 FLuc	NPC1 prom act	ELG1 genotoxic	RORg inh	p53 reactivation
> CCCCNC(=O)CCC(=O)Nc1ccc2nc(N3CCOCC3)cc(C)c2c1
→ ?	2.1%	15.1µM*	?	3.98µM*	-0.9	16.3%	?	12.4%	13.7%	19.5%
> CCN1CCN(C(=O)c2cc(-c3cccnc3)nc3ccc(Br)cc23)CC1
→ ?	1.2%	0.4%	1.4%	-16.8%	-7.3	-3.3%	-1.1%	-2.9%	-4.3%	-2.5%
> Cn1c(=O)c([N+](=O)[O-])c(NCc2ccc3c(c2)OCO3)c2ccccc21
→ -13.1%	-9.1%	?	0.3%	-5.3%	-10.1	-1.1%	11.3%	0.0%	?	-3.0%
> C=CCn1c(N)c(C(=O)Nc2ccc(C)cc2)sc1=S
→ ?	1.5%	1.2µM*	2.82µM*	1.26µM*	20.2	-4.7%	?	?	-1.4%	8.8%
> Cc1ccc(S(=O)(=O)N(CC(=O)Nc2ccc(Cl)c([N+](=O)[O-])c2)C2CCCCC2)cc1
→ ?	0.2%	1.5%	-4.4%	-72.7%	21.1	?	-1.9%	-2.6%	-6.2%	11.0%
> CC(=O)Nc1ccc(N)cc1
→ 2.9%	5.3%	1.6%	-3.2%	4.0%	1.0	12.1%	0.4%	-0.6%	-13.3%	2.0%
> COC(=O)c1ccc(CN2C(=O)c3ccccc3S2(=O)=O)cc1
→ 11.0%	-11.1%	-10.9%	-1.7%	0.1%	-0.8	4.0%	18.3%	5.3%	12.0%	13.2%
> O=C(NCCc1ccccc1)c1cc(-c2ccc3c(c2)OCO3)on1
→ ?	1.5%	-7.1%	2.8%	0.8%	-3.6	-2.2%	1.8%	4.3%	-16.8%	7.5%
> CN(C)c1nc2c(c(=O)[nH]c(=O)n2C)n1CCOc1ccccc1
→ -24.3%	2.8%	-1.7%	-2.3%	-3.1%	-3.1	-12.0%	0.0%	5.8%	17.5%	5.8%
> O=C(Nc1ccncc1)c1ccc(C(=O)Nc2ccncc2)cc1
→ -4.5%	0.6%	-0.7%	-1.9%	-11.0%	0.5	3.5%	1.0%	-1.3%	-12.0%	0.8%

This is a random part of the collection; 15% or so of the library scored in one or more.
